TNAP activation fold – human TNAP enzyme activators, primary screen, biochemical, luminescent, no phosphate acceptor, uHTS (AID 1001); purified TNAP, luminescent activation assay, no phosphate acceptor; higher activation fold means a stronger effect; activation fold at 20 µM, or EC50 in µM where a hit was titrated; 200,000 compounds, 0.03% hits; in the data active means activation fold from about 3, or a potency from the dose series; inactive means the rest, 99 in 100 with activation fold below about 1.6; further: many of its hits are not listed in these tables
Yfh1-depleted yeast – mitochondrial function rescue without frataxin homolog – Friedreich's ataxia, plus single-dose screen, dose response (AID 1465) | S. cerevisiae Yfh1-off respiration, WST-1 reduction, 72 h; higher fold induction means a stronger effect | 220,000 compounds, 0.074% hits | fold induction at 50 µM, or EC50 in µM where a hit was titrated;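 active means fold induction of absorbance versus untreated yeast above a set limit, then at least 30% activation at any dose in follow-up; inconclusive means repeats straddling the limit, or above it without dose testing; inactive means fold induction below the set limit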;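 further: activators that raise dye reduction in frataxin-depleted yeast; strong numbers were not always called active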
KOR beta-arrestin-1 – KOR antagonists, beta-arrestin recruitment, cell-based, luminescence, uHTS (AID 1778). KOR beta-arrestin recruitment, luminescence, antagonist mode; higher % means a stronger effect. one-dose inhibition, % at 10 µM; IC50 in µM for titrated hits. 290,000 compounds, 0.091% hits; further: strong numbers were not always called active
GPR55 activation – selective activators of receptor GPR55 – imaging, U2OS cells, beta-arrestin-GFP redistribution, primary screen (AID 1961). U2OS GPR55 beta-arrestin-GFP redistribution imaging; higher % means a stronger effect. activation, % at 10 µM, or EC50 in µM where a hit was titrated. 290,000 compounds, 0.048% hits;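 active means activation above 40% with more than 50 cells counted in the well; inconclusive means wells holding fewer than 50 cells, flagged as toxic or sparse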;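 further: U2OS osteosarcoma cells stably expressing GPR55 and beta-arrestin-GFP; plate controls were DMSO negative control for no effect and LPI positive control for full effect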
CSM14.1 death rescue – rescue of cells from ER stress-induced death, primary screen, 384-well, CSM14.1, thapsigargin, ATP luminescence (AID 1222); CSM14.1 thapsigargin-induced death rescue, ATP luminescence; higher % means a stronger effect; cellular ATP content (survival), % at 20 µM, or EC50 in µM where a hit was titrated; 190,000 tested, under 10 active;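 active means EC50 below 50 µM in the dose-response confirmation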;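 further: death triggered by thapsigargin at about 15 µM added after 2 h compound pretreatment; cell ATP read after overnight thapsigargin exposure of roughly 18 to 22 hours; normalized against plate controls of thapsigargin alone and 5% DMSO vehicle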
NTR1 ag – NTR1-driven beta-arrestin-GFP spot formation – imaging, U2OS cells, high content, primary screen (AID 493036) | P30989 | agonist mode | activation, % at 20 µM | 330,000 compounds, 0.17% hits;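 active means activation at or above 40% of the spot to cytoplasm intensity ratio, with at least 20 cells analyzed; inconclusive means wells under 20 cells, flagged as cytotoxic or low count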;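 further: 0% = DMSO without peptide and 100% = 100 nM NTR1 peptide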
Target sequence (P30989 whole entry, looked up): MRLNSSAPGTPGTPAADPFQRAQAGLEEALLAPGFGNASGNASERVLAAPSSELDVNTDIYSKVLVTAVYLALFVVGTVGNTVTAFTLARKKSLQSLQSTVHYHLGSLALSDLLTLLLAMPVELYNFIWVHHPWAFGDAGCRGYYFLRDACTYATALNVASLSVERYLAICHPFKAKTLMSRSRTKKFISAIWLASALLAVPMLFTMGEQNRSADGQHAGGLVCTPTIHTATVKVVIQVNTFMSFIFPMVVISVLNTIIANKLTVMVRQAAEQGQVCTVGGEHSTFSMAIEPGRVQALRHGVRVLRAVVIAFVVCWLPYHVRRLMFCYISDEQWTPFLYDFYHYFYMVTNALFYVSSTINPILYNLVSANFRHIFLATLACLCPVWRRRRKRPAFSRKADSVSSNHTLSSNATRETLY
KOR beta-arrestin-2 – kappa opioid receptor activators – cell-based, luminescence, uHTS, primary screen (AID 1777); KOR beta-arrestin recruitment, luminescence; higher % means a stronger effect; activation, % at 10 µM; hits with a dose series show EC50 in µM; 280,000 compounds, 0.02% hits; in the data active means activation above about 50%, passing the limit was not always enough; further: a part of the inactive calls stands beside numbers as strong as those of hits
NOD1 NF-kB reporter – inhibition of NOD1-driven NF-kB reporter – cell-based, luminescence, uHTS, primary screen (AID 1578); NOD1-driven NF-kB luciferase reporter cells, luminescence; higher % means a stronger effect; inhibition, % at 4 µM; hits with a dose series show EC50 in µM; 290,000 compounds, 1% hits; in the data active means inhibition mostly above about 36%, no sharp cut-off; inactive means mostly below about 34%;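 further: HEK-293T reporter cells stimulated with the NOD1 agonist gamma-tri-DAP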
HEK293 NOD2/NF-kB – inhibition of NOD2-driven NF-kB reporter – cell-based, luminescence, uHTS, HEK293 (AID 1566). inhibition, % at 4 µM, or EC50 in µM where a hit was titrated. HEK293 NOD2/NF-kB luciferase reporter, luminescence; higher % means a stronger effect. 290,000 compounds, 0.63% hits; further: many of its hits are not listed in these tables
NTR1 ag cell count 20 µM – second read-out of NTR1 ag, no call of its own (marks repeat the call); cell count; measured here: cell count, cytotoxicity flag
* marks the source's active call; other numbers are inactive results; i = inactive; u = inconclusive; x = no result given; [ ] = remark or other dose. Unless noted, no stated cut-off is given here; in the data, active means inhibition above about 50%; inactive means the rest. Some of the compounds tested; the hit share may differ from the screen's.

Each structure is followed by: Yfh1-depleted yeast | CSM14.1 death rescue | GPR55 activation | KOR beta-arrestin-2 | KOR beta-arrestin-1 | NOD1 NF-kB reporter | TNAP activation fold | NTR1 ag cell count 20 µM | HEK293 NOD2/NF-kB | NTR1 ag
C#CCOCCOCCOCCNc1nc(N2CCN(C(=O)[C@H](CCC(=O)O)n3cc(C(N)CC(C)C)nn3)CC2)nc(N2CCN(C(=O)[C@H](Cc3ccc(O)cc3)n3cc(C(N)[C@H](C)CC)nn3)CC2)n1 (stereo partly drawn)
→ x | -0.5% | -0.2% | 12% | -1% | -32% | 1.1 | 66 | 12% | 0.6
COc1ccc(NC(=O)C/C(C)=N/NC(=O)C(=O)Nc2cccc(Cl)c2C)c(OC)c1
→ i | -1.3% | 0.5% | -4.4% | 17% | -9% | 1.1 | 38 | -1% | 3.8
COc1cccc(N2CCN(S(=O)(=O)c3ccc(-c4coc(C)n4)cc3)CC2)c1
→ x | x | 0.0% | 2.3% | -21% | 17% | x | 37 | 23% | 0.9
Cc1nc([N+](=O)[O-])c(NCCO)n1Cc1ccccc1
→ i | -0.1% | -0.3% | 6.0% | -10% | -18% | 1.1 | 56 | -2% | -1.1
O=[N+]([O-])c1ccc(N/N=C2\CC3CC=CC23)c([N+](=O)[O-])c1 (stereo not drawn)
→ i | -0.6% | 0.0% | -3.2% | 33% | -2% | 1 | 48 | -22% | 4.0
O=C(NC(=S)Nc1ccccc1N1CCOCC1)c1ccc([N+](=O)[O-])cc1
→ i | 2.7% | 0.2% | 4.7% | 5% | -5% | 1 | 54 | -4% | 3.4
N#Cc1c(NCCCO)nc(NCc2ccccc2)c2c1CCN(Cc1ccccc1)C2
→ i | -0.7% | 0.0% | 3.3% | 2% | -23% | 1.2 | 62 | 14% | 3.8
O=C(OCC(=O)N1CCN(C(=O)c2ccco2)CC1)c1cccc(O)c1
→ x | x | 0.3% | 1.3% | -19% | -21% | x | 53 | 5% | 1.5
CC(=O)C1=C(c2ccccc2)NC(=O)NC1c1ccc(O)c(Cl)c1 (stereo not drawn)
→ x | x | -0.1% | -6.0% | 24%[20 µM] | -32% | x | 59 | 20% | 1.0
CCOC(=O)C1=C(C)N=C2SC(C)C(=O)N2C1/C=C/c1ccccc1OC (stereo not drawn)
→ x | -0.7% | -0.3% | -3.4% | -36% | -9% | 1 | 68 | -1% | -0.4
O=C(NCCCN1CCN(CCCNC(=O)c2ccc(F)cc2)CC1)c1ccc(F)cc1
→ i | -0.6% | 0.2% | -1.4% | -5% | -3% | 1.1 | 71 | 11% | -0.1
COc1ccc(CN2C(=O)NC(C)(c3ccc(C)cc3)C2=O)cc1F (stereo not drawn)
→ i | 3.0% | 0.6% | -3.3% | 20% | 18% | 1.1 | 61 | 22% | 1.1
COCCN1CCN(c2c3c(nc4cc(-c5cccc(F)c5)nn24)CCC3)CC1
→ i | -2.6% | 0.3% | -1.8% | -12% | -17% | 1.1 | 54 | 14% | 0.2
FC(F)Oc1ccc(-c2csc(Cc3nnc4n3CCCCC4)n2)cc1
→ i | -1.2% | 0.3% | -3.9% | 6% | -1% | 1.1 | x | 12% | x
Cn1cnnc1SCc1ccc(C(=O)N/N=C/c2cccs2)cc1
→ i | -2.4% | 0.2% | -7.0% | -2% | -31% | 1.2 | 42 | 6% | -0.3
Cc1cccc(CNC(=O)C2CCCN(c3nn4c(=O)cc(C)nc4s3)C2)c1 (stereo not drawn)
→ x | x | 1.4% | 1.5% | 17%[20 µM] | 12% | x | 45 | 4% | -0.1
Cc1cc(Cl)cc(Cl)c1OCC(=O)NCc1ccco1
→ i | 2.6% | -0.3% | 3.8% | -43% | 20% | 1.1 | 97 | -104% | 8.0
O=C1CCCN1c1ccc(N2CCCC2=O)cc1
→ x | x | -0.1% | -2.5% | -59%[20 µM] | -24% | x | 53 | 3% | 1.2
Cc1cccc(NC(=O)C2CCN(S(C)(=O)=O)CC2)c1C
→ x | x | -0.1% | -4.0% | -18%[20 µM] | -9% | x | 62 | 14% | 0.8
CCc1cccc2c(C(=O)C(F)(F)F)cn(CC(=O)NCC3CCCO3)c12 (stereo not drawn)
→ i | -0.3% | -0.1% | x | -7%[20 µM] | -8% | 1 | 97 | 10% | -0.4

Further results
Each structure is followed by: Yfh1-depleted yeast | CSM14.1 death rescue | GPR55 activation | KOR beta-arrestin-2 | KOR beta-arrestin-1 | NOD1 NF-kB reporter | TNAP activation fold | NTR1 ag cell count 20 µM | HEK293 NOD2/NF-kB | NTR1 ag
CCOc1ccc(NC(=O)CCS(=O)(=O)c2ccc3c(c2)CCCN3C(C)=O)cc1
→ i | -1.7% | -0.1% | 10% | -17% | 13% | 1.1 | 93 | -3% | 8.8
CC(C)CNC(=S)NC(=O)c1ccc([N+](=O)[O-])cc1
→ i | -1.2% | -0.1% | -0.7% | 24% | -33% | 1 | 51 | -242% | 0.9
O=C1CC(Nc2ccc(N3CCOCC3)cc2)C(=O)N1c1cccc(C(F)(F)F)c1 (stereo not drawn)
→ u | -3.4% | 0.8% | -4.4% | -36% | -5% | 1.1 | 55 | -4% | 3.7
Cc1cn(Cc2ccccc2)c(=O)[nH]c1=O
→ i | -4.2% | -0.2% | -2.8% | -6% | -5% | 1.1 | 43 | 0% | -0.2
O=C1c2ccccc2C2=Nc3ccccc3SC(c3ccccc3F)C12 (stereo not drawn)
→ i | -2.1% | 0.3% | -2.4% | 4% | 37% | 1 | 90 | 21% | 6.4
Cn1c(N)c(C(=O)CN2CCc3ccccc3C2)c(=O)n(C)c1=O
→ i | -1.7% | 0.3% | 2.0% | -24% | -30% | 1.1 | 32 | 0% | -0.9
CC1CN(C(=O)c2cccc(S(=O)(=O)Nc3ccc(Cl)cc3)c2)CC(C)O1 (stereo not drawn)
→ i | -0.9% | -0.4% | -0.9% | 10% | -14% | 1.1 | 36 | 28% | 0.4
CC(C)(C)SCCNC(=O)c1ccc(CN2CCc3ccccc3C2)cc1
→ x | x | -0.1% | 0.4% | -21% | 15% | x | 53 | 4% | 0.4
COC(=O)CC1=C(C(=O)OC)C(c2cc(OC)c(OC)cc2OC)C(C#N)=C(N)O1 (stereo not drawn)
→ i | 1.3% | 0.2% | -6.0% | -13% | -1% | 1.1 | 73 | 6% | 2.0
CSc1nc(N2CCOCC2)c2c(c1C#N)CC(C)(C)OC2
→ i | -0.8% | 0.0% | -2.5% | 0% | -9% | 1 | 45 | 2% | -0.4
CN(C)c1nc(Nn2cnnc2)nc(N(C)C)n1
→ i | x | -0.3% | -0.2% | -4% | -2% | x | 44 | -24% | 1.3
COc1ccc(CCNC(=O)CCSc2nc(-c3ccco3)cc(C(F)(F)F)n2)cc1OC
→ i | -0.9% | -0.1% | 4.8% | -67% | -10% | 1 | 59 | -4% | 0.2
CC(C)(C)OC(=O)NCCCC[C@H](NC(=O)c1nc[nH]c1C(=O)NCC(=O)OCc1ccccc1)C(=O)OC(C)(C)C
→ x | x | 0.4% | -3.1% | -32%[20 µM] | -14% | x | 58 | 4% | 16
O=C(O)c1c(-n2cccc2)sc2c1CCCC2
→ i | -2.4% | -0.1% | x | 1%[20 µM] | -19% | 1 | 37 | 12% | -0.9
CN(C)c1ccc(/C=N/NC(=O)CNC(=O)c2ccco2)cc1
→ i | -3.1% | -0.2% | -4.4% | 13% | -14% | 1.2 | 36 | -5% | 0.3
c1ccc(NCc2cccc3ccccc23)nc1
→ x | x | -0.2% | 6.1% | -16% | 0% | x | 69 | -8% | -0.3
Cc1ccc(S(=O)(=O)N2CCC(Oc3ccc(-n4cnnn4)cc3)CC2)cc1
→ x | x | -0.1% | 1.4% | 0% | -5% | x | 58 | -19% | 0.4
COc1ccc(-c2[nH]ncc2CN(C)CCCN2CCOCC2)cc1F
→ i | 0.1% | -0.2% | x | 11% | 11% | 0.8 | 42 | 18% | -1.5
CCc1ccccc1NC(=O)c1cccc(NC(=O)/C=C/c2ccco2)c1
→ i | -0.7% | -0.3% | -1.0% | -10% | -24% | 1.1 | 53 | -41% | 1.7
CCC(C)/C(C)=N/NC(=O)c1ccc(CSc2nc3ccccc3s2)cc1 (stereo not drawn)
→ i | -2.4% | -0.1% | -1.2% | 23% | 59% | 1 | 70 | -13% | 2.9

Carrying on.
Each structure is followed by: Yfh1-depleted yeast | CSM14.1 death rescue | GPR55 activation | KOR beta-arrestin-2 | KOR beta-arrestin-1 | NOD1 NF-kB reporter | TNAP activation fold | NTR1 ag cell count 20 µM | HEK293 NOD2/NF-kB | NTR1 ag
CCCCN(C)CCNC(=O)CCn1nc(-c2ccc(Cl)cc2)ccc1=O
→ x | x | 0.4% | -0.6% | -4% | -10% | x | 81 | 7% | -1.1
CCCCCCCSc1nnc(N)s1
→ i | x | -0.2% | 0.8% | 9% | 6% | x | 44 | 14% | 1.3
CCN(CC)C(=O)Cn1cc(S(=O)(=O)CC(=O)Nc2ccc(C(N)=O)cc2)c2ccccc21
→ x | x | 0.3% | 1.4% | 10% | 2% | x | 75 | 11% | 0.5
Cc1ccc(-c2nc(CN(C)Cc3cccc4cnccc34)c(C)o2)s1
→ i | 6.1% | -0.3% | 6.4% | -3% | 5% | 1 | 93 | 21% | 0.2
CCn1c(CC(=O)Nc2ccccc2)nnc1SCC(=O)NC1=NCCS1
→ x | x | 0.3% | -2.6% | -10% | 10% | x | 37 | -7% | -1.3
O=C(c1cc(=O)c2ccccc2o1)N1CCN(c2cccc(Cl)c2)CC1
→ i | -0.4% | -0.4% | 2.0% | -13% | -23% | 1 | 62 | 6% | 1.6
O=C(O)Cc1csc(Nc2cccc(Cl)c2)n1
→ i | 3.9% | -0.2% | 2.2% | -3% | -18% | 1.1 | 46 | 8% | 0.2
COc1cc(OC)c2ccc(=O)oc2c1C(CC(=O)N1CCCC1)c1ccc2c(c1)OCO2 (stereo not drawn)
→ i | x | 0.6% | -2.1% | 23% | -4% | x | 81 | 14% | 1.4
CCOC(=O)C1=C(c2ccccc2)OC(N)=C(C#N)C1c1ccc(Cl)s1 (stereo not drawn)
→ i | 0.9% | 0.1% | -2.9% | -15% | 19% | 1.1 | 27 | -6% | 1.0
O=C(Nc1ccc2c(c1)OCCO2)NC1CCCCC1
→ i | x | -0.1% | -1.0% | -12% | -43% | 1 | 37 | -78% | 1.2
CCCc1ccc(OCCNC(=O)c2ccco2)cc1
→ x | x | -0.1% | 0.9% | -17% | -34% | x | 57 | -19% | -0.9
Cc1ccc2[nH]c(=O)c(CN(Cc3ccco3)C(=O)c3cccs3)cc2c1
→ i | -1.6% | -0.4% | 1.9% | -39% | -14% | 1.1 | x | 14% | x
CC(=O)N1CCN(c2ccc(NCc3ccc(C)s3)cc2)CC1
→ i | -0.5% | -0.1% | -0.1% | -23% | -24% | 1.1 | 51 | -14% | -0.2

Bioassay records from PubChem.
